# EP2 antag: EP2 receptor (human) inhibition; C6 glioma cells expressing human EP2, cAMP TR-FRET; cells stimulated with saturating PGE2; inhibition, % at 25 µM; actives 0.52% (n = 260,000);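 active means percent inhibition above 40 after rounding to a whole number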;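 further: rat C6 glioma host cells with rolipram phosphodiesterase inhibitor present; the protocol text gives 20 µM as final concentration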
# Target sequence (P43116 whole entry, looked up): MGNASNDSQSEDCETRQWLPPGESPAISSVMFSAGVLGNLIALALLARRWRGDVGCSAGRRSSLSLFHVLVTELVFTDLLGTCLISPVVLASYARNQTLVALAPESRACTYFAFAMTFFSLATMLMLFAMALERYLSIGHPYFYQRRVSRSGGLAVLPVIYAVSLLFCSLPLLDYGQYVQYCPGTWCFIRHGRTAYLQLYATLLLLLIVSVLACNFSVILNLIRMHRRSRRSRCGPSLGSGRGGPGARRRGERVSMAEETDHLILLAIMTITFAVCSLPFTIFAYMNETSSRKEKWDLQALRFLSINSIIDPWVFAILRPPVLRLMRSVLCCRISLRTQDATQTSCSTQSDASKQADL
# Tb hexokinase: blocks Trypanosoma brucei hexokinase 1 activity; recombinant TbHK1, G6PDH-coupled NADH A340; inhibition, % at 10 µM; actives 0.11% (n = 220,000);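 active means inhibition of 50% or more in the single-dose primary screen; inactive means inhibition below 50%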
# Wee1 stabilizer: inhibitors of human Wee1 degradation; P30291; HeLa Luc-Wee1K328M stability, luciferase luminescence; 100% = proteasome inhibitor MG132 effect; reporter increase, % at 5 µM; actives 1.2% (n = 220,000); AID 1321;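 active means activation above the mean of all tested compounds plus 3 SD, set per screening run, cut at about 8.8% in these data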;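 further: cells exposed to compound for 20 h before luminescence read; 0% = DMSO alone and 100% = MG132 at 30 µM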
# Target sequence (P30291 whole entry K328M): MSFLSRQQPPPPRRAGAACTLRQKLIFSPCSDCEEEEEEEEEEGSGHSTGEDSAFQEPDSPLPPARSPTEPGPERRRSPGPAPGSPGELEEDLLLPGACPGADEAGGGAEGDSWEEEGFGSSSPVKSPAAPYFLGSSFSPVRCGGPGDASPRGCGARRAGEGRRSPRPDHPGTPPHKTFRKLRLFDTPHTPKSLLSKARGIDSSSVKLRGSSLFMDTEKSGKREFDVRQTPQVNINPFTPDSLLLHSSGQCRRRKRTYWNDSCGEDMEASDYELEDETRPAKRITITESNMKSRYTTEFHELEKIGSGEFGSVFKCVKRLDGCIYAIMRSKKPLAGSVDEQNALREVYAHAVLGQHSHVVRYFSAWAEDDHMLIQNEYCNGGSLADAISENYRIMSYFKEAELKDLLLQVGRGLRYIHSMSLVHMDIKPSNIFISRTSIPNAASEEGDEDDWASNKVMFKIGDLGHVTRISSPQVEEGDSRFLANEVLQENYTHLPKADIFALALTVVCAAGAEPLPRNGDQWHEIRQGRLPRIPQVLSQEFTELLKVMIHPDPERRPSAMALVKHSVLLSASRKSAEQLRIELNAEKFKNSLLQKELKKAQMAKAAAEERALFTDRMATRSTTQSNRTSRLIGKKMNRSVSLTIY
# FXIa inh: blocks human coagulation factor XIa protease activity; P03951; purified FXIa, Boc-Glu-Ala-Arg-AMC fluorogenic substrate; inhibition, % at 5 µM; actives 0.14% (n = 220,000);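 active means inhibition of at least 40%; inactive means inhibition below 40%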;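 further: fluorescence of freed AMC excited at 355 nm; 0% = enzyme without compound and 100% = no enzyme blank; many of its hits are not listed in these tables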
# CHOP inhibitor: blocks CHOP induction under ER stress | actives 3.8% (n = 220,000) | inhibition, % at 10 µM | CHO-K1 CHOP-promoter luciferase, tunicamycin-induced, 15-18 h | AID 2732;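 active means compounds that reduced the stress-induced luciferase reporter signal by more than about 70% of percent inhibition, limit read from the data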;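 further: 0% = tunicamycin plus vehicle and 100% = wells without tunicamycin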
# FXIIa inh: inhibitors of human coagulation factor XIIa; P00748; purified FXIIa, Boc-QGR-AMC fluorogenic substrate, 2 h; inhibition, % at 5 µM; actives 0.3% (n = 220,000); AID 800; in the data active means inhibition above about 40%;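 further: 0% = enzyme with no compound and 100% = blank without enzyme; many of its hits are not listed in these tables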
# TNF death inh: blocks TNF-alpha induced death of Jurkat FADD-/- cells; Jurkat FADD-/- TNF necroptosis rescue, ATP luminescence, 24 h; 0 = TNF only, 100 = no-TNF cells; activation (protection from cell death), % at 10 µM; actives 0.068% (n = 220,000); AID 463075;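 active means activation, meaning protection from cell death, of at least 50% relative to plate controls; inactive means activation below 50%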;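 further: necroptosis triggered by 40 ng/mL TNF-alpha added together with compound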
# PPC-1+TRAIL kill: kills PPC-1 cancer cells in the presence of TRAIL; cell killing (% activity), % at 4 µM; AID 1443; PPC-1 cells + TRAIL, ATPLite viability luminescence; actives 0.41% (n = 220,000);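 active means cell killing above 50% in the first pass at 4 µM, then a duplicate retest at 5 µM averaging 50% or more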;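 further: plate controls were cells with TRAIL plus DMSO for no effect and medium-only wells lacking cells for full effect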
# zVAD death inh: L929 zVAD cell death inhibition. L929 zVAD necroptosis rescue, ATP luminescence, 24 h; with zVAD 60 µM. viability rescue, % at 10 µM. AID 1377. actives 0.38% (n = 220,000);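 active means activation, scaled between plate controls, above about 75%, limit read from the data; inactive means activation under that limit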;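 further: 0% = zVAD with DMSO and 100% = DMSO alone without zVAD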
# The depositor's hits bear a star; nt = not tested or not shown; & = joins results of further samples.
SMILES,EP2 antag,Tb hexokinase,Wee1 stabilizer,FXIa inh,CHOP inhibitor,FXIIa inh,TNF death inh,PPC-1+TRAIL kill,zVAD death inh
CCc1nnc(NC(=O)CSc2nnc(-c3ccco3)n2CCOC)s1,6.7,-7.0,1.4,-0.9,-3.9,9.6,0.0,3.2,-0.6
C=CCn1c(SCC(=O)Nc2ccc3c(c2)CCC3)nc2ccccc2c1=O,8.7,-2.6,-0.3,-8.8,27.3,3.7,3.9,7.6,-0.4
COc1ccc(OC)c2sc(NC(=O)c3ccc(S(=O)(=O)N4CCOCC4)cc3)nc12,10.7,-11.2,-0.1,-0.8,61.9,6.5,1.8,18.2,1.7
CCc1cccc(CC)c1NC(=O)C1CN(S(=O)(=O)c2ccccc2)CCN1S(=O)(=O)c1ccccc1 (stereo unspecified),4.2,1.3,5.9,1.9,35.0,10.9,0.2,21.6,-0.4
Cc1ccccc1-n1c(=S)[nH]c2nc3c(cc2c1=O)CCCC3,28.7,-19.2,1.0,1.6,3.2,8.8,-0.2,6.6,-1.9
N#Cc1ccc(COC(=O)c2ccccn2)cc1,7.4,-1.9,-0.5,-5.1,-1.6,nt,0.3,13.3,1.0
Cc1nc2ccccc2n1CCC(=O)Nc1cccc(F)c1,7.6,2.9,1.2,-0.1,17.6,10.2,3.3,11.0,0.6
CCN1CCCC1CNC(=O)c1cc(OC)c(OC)c(OC)c1 (stereo unspecified),18.2,0.2,1.0,1.6,5.0,12.1,-0.8,14.0,0.4
CCOC(=O)CSc1nc(C)cc2c1C(=O)OC2,7.8,0.9,0.0,-5.5,-22.0,1.2,0.9,10.6,1.8
COc1ccc(N(CC(=O)NCc2ccncc2)S(=O)(=O)c2ccc(C)c([N+](=O)[O-])c2)cc1,7.3,-13.4,-4.0,2.5,-21.3,13.6,4.5,-0.3,-0.5
C=CCOC(=O)c1ccc(-n2cnc(C)n2)nc1,8.7,2.6,-1.8,-2.1,-15.1,1.7,1.0,13.3,5.5
CCOC1CCc2c(C)nc(N)nc2S1 (stereo unspecified),-0.8,-2.0,-2.1,5.2,-6.4,8.9,1.5,4.0,-0.7
CSc1ccccc1C(=O)Nc1cc(C)cc(C)c1,10.4,0.9,-0.3,-1.3,2.6,12.7,-4.1,7.3,0.4
CC(=O)N1N=C(c2ccc(NS(C)(=O)=O)cc2)CC1c1ccc2nccnc2c1 (stereo unspecified),2.1,-38.0,2.3,-1.5,2.6,4.2,0.5,nt,-0.1
O=C(OCc1nnc(-c2ccccc2)o1)c1cc2ccccc2cc1O,3.2,-0.3,2.4,1.5,4.0,9.8,0.5,25.0,3.0
COc1ccc(/C=N/NC(=O)c2c(C)n(C)c3ccc(OC)cc23)c(OC)c1,0.7,-36.9,3.4,23.7,-3.3,17.7,1.4,17.4,0.0
C#CCOC(=O)c1ccccc1C(=O)OCC#C,15.5,15.8,-0.1,2.8,1.9,19.5,-0.4,10.5,-0.4
CCN(CC)C(=O)COc1ccc(N(C)S(=O)(=O)c2ccc(NC(C)=O)cc2)cc1,9.3,-8.7,-1.2,-0.1,2.8,1.6,3.1,10.7,1.5
Cn1c(=O)c2c(ncn2Cc2ccc(Cl)cc2)n(C)c1=O,4.4,7.4,-2.4,12.4,30.9,18.7,-0.8,22.1,-1.0
N#Cc1cc(C(=O)c2ccccc2O)cn(-c2nccs2)c1=O,11.7,-11.6,6.7,-1.6,-5.2,6.5,-11.9,24.8,0.5
CCc1ccc(C(C(=O)NC(C)(C)CC)N(Cc2ccco2)C(=O)Cn2nnc3ccccc32)cc1 (stereo unspecified),13.5,-11.7,-2.9,2.5,29.9,5.0,-1.8,21.9,0.0
O=C(N/N=C\c1cc(Br)c(Br)o1)C1COc2ccccc2O1 (stereo unspecified),11.7,-1.6,3.8,0.2,6.2,9.6,10.0,3.5,1.1
CN(C)S(=O)(=O)c1cccc(NC(=S)Nc2ccc3cn[nH]c3c2)c1,8.9,-1.3,-0.2,4.4,2.8,nt,-0.1,0.1,7.0
O=C(CCc1nnc(CCCCc2ccccc2)o1)N1CCN(CCO)CC1,11.5,1.7,-0.8,2.6,20.8,6.9,0.2,13.9,0.5
CC(=O)c1cc2c(cc1NC(=O)CCNC(=O)c1ccccc1Cl)OCO2,14.7,-6.9,-1.1,-0.8,13.9,12.9,-0.7,11.9,1.1
# Remaining list, next part
SMILES,EP2 antag,Tb hexokinase,Wee1 stabilizer,FXIa inh,CHOP inhibitor,FXIIa inh,TNF death inh,PPC-1+TRAIL kill,zVAD death inh
COCC(=O)Nc1ccccc1C(=O)NC(C)C,0.6,2.6,-1.6,0.8,1.4,9.9,-1.0,34.0,-0.1
COC(=O)c1ccc(C(=O)OC)c(NS(=O)(=O)c2ccc(NC(C)=O)cc2)c1,11.4,-7.3,-0.8,1.4,4.5,12.4,1.1,-6.3,2.2
Cc1cc(N/C=C\c2nnnn2-c2ccccc2)no1,8.0,1.5,-1.0,1.3,21.5,4.6,0.2,27.5,-0.1
Cc1c(S(=O)(=O)N2CCN(C(=O)c3ccco3)CC2)c(=O)n(C)c(=O)n1C,7.3,-8.8,0.4,-3.4,-3.1,0.3,0.8,17.9,0.9
Cc1cc(C)nc(NS(=O)(=O)c2ccc(NC(=O)c3ccc4c(c3)OCO4)cc2)n1,12.7,-0.4,0.2,-8.0,46.5,1.3,1.3,24.8,0.3
COc1cc(NC(=O)COc2ccc(-n3ccnc3)cc2)cc(OC)c1,4.5,0.6,-0.1,-0.3,23.9,4.3,-1.0,21.4,72.8
CCSC1=NCCN1C(=O)C(C)(C)Oc1ccc(Cl)cc1,2.7,6.0,-1.2,36.5,-2.4,30.6,-0.4,0.0,-0.9
COCCCNc1nc2nonc2nc1N1C[C@H]2CC[C@H]1C2,5.9,-16.4,1.5,1.1,0.7,9.1,-0.5,1.4,-0.1
COc1ccc(C(=O)/C=C/c2ccc(OC)cc2OC)c(O)c1,15.1,-13.5,-1.0,3.1,-16.8,7.8,-1.2,-3.4,0.5
O=C(Cc1cccs1)Nc1ccon1,2.2,-3.0,4.2,9.3,13.4,9.5,2.1,24.6,0.2
CSc1ccccc1N1CCN(C(=O)Nc2ccc3c(c2)NC(=O)CO3)CC1,4.9,4.1,-1.1,2.4,43.6,13.4,-5.3,3.8,0.4
CC(C)N1CCNCC1,5.3&7.0,-1.2,6.6,34.1,-3.1,25.8,-0.7,4.1,0.7
Cc1ccc(NC(=O)c2ccccc2O)cc1,15.1,-14.1,5.4,8.8,13.6,11.3,-2.6,40.6,0.0
Cc1ccc(-c2nnn(CC(=O)N3CCCCC3)n2)c(-n2cnnn2)c1,13.4,-6.8,-0.3,-8.4,9.3,-11.8,0.6,2.7,0.6
COc1cc(OC)c(NC2=NCCCCC2)cc1Cl,12.3,2.4,-2.1,-1.0,-2.7,9.4,-1.3,9.0,-0.2
COc1cc2c(cc1OC)C(SC)=NC1(CCCC1)C2,4.3,-4.6,0.1,-0.7,49.3,7.7,-2.6,14.9,0.5
CCOC(=O)COc1ccc2c(=O)cc(-c3ccccc3)oc2c1,1.1,-15.9,0.3,-7.0,7.7,5.0,2.9,3.6,0.2
CN1CCc2c(sc(/N=C/c3ccco3)c2C(N)=O)C1,5.2,-27.0,-2.9,2.0,4.8,13.5,-11.3,-7.6,-0.2
COc1ccc(C(=O)NCc2cccnc2)cc1,8.2,-3.5,1.5,18.8,-3.4,24.3,-0.1,17.6,-0.8
CC(C)Oc1ccc(/C(O)=C2/C(=O)C(=O)N(CCN(C)C)C2c2cccs2)cc1 (stereo unspecified),6.2,-17.2,0.3,4.7,26.8,13.1,0.2,-6.9,0.5
N=c1oc2cc(O)ccc2cc1C(=O)Nc1nc2ccccc2s1,18.8&16.9,-14.6,-0.4,-17.7,68.4,-36.6,0.2,-8.7,1.2
O=C1OCC/C1=C\c1ccccc1O,12.0,-13.2,-2.0,-9.7,29.2,-0.7,-1.1,14.9,0.5
Cc1c(C(=O)OCC(C)C)[nH]c2c1C(=O)CC(c1cccs1)C2 (stereo unspecified),13.2,-2.6,1.0,3.0,nt,11.5,-14.7,0.6,-1.8
CCN(CC)S(=O)(=O)c1cc(NS(=O)(=O)c2cccc(C(=O)O)c2)ccc1C,1.7,-0.1,0.3,4.3,4.1,13.7,-0.3,-14.0,0.0
CCN1C(=O)CC(N2CCN(c3ccc(OC)cc3)CC2)C1=O (stereo unspecified),4.2,1.4,0.8,1.3,9.1,17.2,1.1,5.5,0.8

# Looked up above:
# In EP2 antag, COCC(=O)Nc1ccccc1C(=O)NC(C)C shows 0.6
# In Wee1 stabilizer, CC(C)N1CCNCC1 shows 6.6

# Next section
SMILES,EP2 antag,Tb hexokinase,Wee1 stabilizer,FXIa inh,CHOP inhibitor,FXIIa inh,TNF death inh,PPC-1+TRAIL kill,zVAD death inh
O=C(NCC1CCCO1)Nc1ccc2c(c1)OCO2 (stereo unspecified),6.5,-3.8,6.3,0.8,-19.2,5.4,-0.3,-9.4,0.1
c1ccc(Nc2nc(N3CCNCC3)nc(N3CCOCC3)n2)cc1,3.6,6.5,0.6,5.6,24.8,15.2,1.3,1.4,-0.5
COc1cccc(OCc2nnc(-c3cccs3)o2)c1,5.0,4.5,0.2,19.9,-9.2,5.9,1.7,21.1,0.1
CC(C)NC(=O)C(=O)NCCN1CCN(C(=O)c2ccc(C(C)(C)C)cc2)CC1,14.3,-2.9,0.7,-1.2,3.8,2.5,1.7,4.8,2.5
CC1(C)Cc2nc3sc(C(=O)O)c(N)c3cc2CS1,9.4,-0.1,0.0,-3.8,-3.5,3.3,1.6,16.5,5.1
CC(C)C(NC(=O)/C=C/c1cccc([N+](=O)[O-])c1)C(C)C,7.0,-2.0,-1.5,2.8,23.7,10.1,2.9,25.7,1.2
COc1ccccc1OCC(=O)NCCc1nc2ccccc2[nH]1,12.8,0.6,0.7,-1.2,-12.8,6.7,2.4,-7.7,2.7
Cc1cccc2cc(CNCc3ccccc3)c(Cl)nc12,18.1,7.4,-1.7,-2.3,37.6,3.5,1.1,7.2,1.8
Clc1ccc(OCc2nnnn2-c2ccccc2)cc1,2.9,3.2,0.5,-1.8,29.8,12.4,1.7,10.5,0.4
CCOC(=O)c1c(C)[nH]c(C(=O)CSc2ccccc2)c1C,10.8,5.3,-0.7,-8.6,51.2,2.6,1.4,22.7,3.0
CC1CCc2nc(NCCO)nc(C(F)(F)F)c2C1 (stereo unspecified),5.1,1.2,-0.3,-4.8,33.5,5.2,-1.1,16.4,-0.3
CCOC(=O)c1ccoc1CSCC(=O)N1CCN(S(=O)(=O)c2ccc(C)cc2)CC1,6.9,-2.4,-1.8,3.6,48.3,8.1,0.0,2.0,-0.4
CCCCCCN(C(=O)CCCCCN1C(=O)NC(c2ccc(C3CCCCC3)cc2)C(C(=O)OCc2ccccc2)=C1C)C(C(=O)NCCCC)c1ccc(OCC(=O)OC)c(C(=O)OC)c1 (stereo unspecified),18.3,-11.2,nt,1.2,16.4,1.3,-2.4,-5.7,1.7

# Compound profiles, as listed above.
# CC(C)NC(=O)C(=O)NCCN1CCN(C(=O)c2ccc(C(C)(C)C)cc2)CC1 is entered as EP2 antag = 14.3; Tb hexokinase = -2.9; Wee1 stabilizer = 0.7; FXIa inh = -1.2; CHOP inhibitor = 3.8; FXIIa inh = 2.5; TNF death inh = 1.7; PPC-1+TRAIL kill = 4.8; zVAD death inh = 2.5
# CCCCCCN(C(=O)CCCCCN1C(=O)NC(c2ccc(C3CCCCC3)cc2)C(C(=O)OCc2ccccc2)=C1C)C(C(=O)NCCCC)c1ccc(OCC(=O)OC)c(C(=O)OC)c1 (stereo unspecified) is entered as EP2 antag = 18.3; Tb hexokinase = -11.2; Wee1 stabilizer = nt; FXIa inh = 1.2; CHOP inhibitor = 16.4; FXIIa inh = 1.3; TNF death inh = -2.4; PPC-1+TRAIL kill = -5.7; zVAD death inh = 1.7

# Not all compounds are listed. The share of hits here may be higher or lower than overall.
